P. falciparum M17LAP = P. falciparum M17LAP inhibitors, primary screen, biochemical, fluorogenic H-Leu-NHMec substrate, 1536-well (AID 1619); inhibition, % at 30 µM, or IC50 in µM where a hit was titrated; recombinant M17LAP, H-Leu-NHMec fluorogenic kinetic assay; higher % means a stronger effect; 220,000 tested, 0.38% active;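 active = compound inhibiting the enzyme by more than half at any dose during confirmatory dose-response retesting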;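 also: plate controls were full reaction with DMSO carrier for no effect and no enzyme background for full effect; strong numbers were not always called active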
LYP phosphatase = PTPN22 lymphoid phosphatase activity blockers – biochemical, fluorescence intensity, uHTS (AID 1779); 290,000 tested, 0.054% active; recombinant LYP phosphatase, fluorescence intensity; higher % means a stronger effect; inhibition, % at 11.5 µM, or IC50 in µM where a hit was titrated;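 also: plate controls were vehicle with enzyme for no effect and no enzyme for full effect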
human PMI inhibition = MPI enzyme activity inhibition – biochemical, fluorescence intensity, coupled assay, primary screen (AID 1209) | inhibition, % at 20 µM; hits with a dose series show IC50 in µM | 190,000 tested, 0.42% active | purified PMI enzyme, coupled fluorescence intensity; higher % means a stronger effect;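 also: plate controls were DMSO vehicle for no effect and wells lacking substrate for full effect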
P. falciparum M1AAP = malaria alanyl aminopeptidase activity blockers – biochemical, fluorogenic H-Leu-NHMec substrate, 1536-well (AID 1445). recombinant M1AAP, H-Leu-NHMec fluorogenic kinetic assay; higher % means a stronger effect. inhibition, % at 30 µM, or IC50 in µM where a hit was titrated. 220,000 tested, 0.42% active;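 active = primary inhibition above the hit cutoff, then over 50% inhibition at one or more dose response concentrations, cut at about 23% in these data, passing the limit was not always enough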;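 also: plate controls were DMSO full reaction for no effect and no enzyme background for full effect; strong numbers were not always called active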
human PMI inhibitors = human PMI inhibitors, high substrate, primary screen, biochemical, fluorescence intensity, high mannose 6-phosphate (AID 1220); recombinant PMI enzyme, coupled fluorescence intensity; higher % means a stronger effect; inhibition, % at 20 µM, or IC50 in µM where a hit was titrated; 190,000 tested, 0.66% active
XIAP displacement = XIAP antagonists, biochemical, IAP family, fluorescence polarization (AID 1018); XIAP BIR domain, fluorescence polarization peptide displacement; higher % means a stronger effect; one-dose displacement, % at 20 µM; IC50 in µM for titrated hits; 200,000 tested, 0.007% active; in the data active = displacement above about 50%; also: a part of the inactive calls stands beside numbers as strong as those of hits
Yfh1-off respiration = enhancers of respiration in Yfh1-depleted yeast, dose response, Friedreich's ataxia, plus single-dose screen (AID 1465); one-dose fold induction at 50 µM; EC50 in µM for titrated hits; 220,000 tested, 0.074% active; S. cerevisiae Yfh1-off respiration, WST-1 reduction, 72 h; higher fold induction means a stronger effect;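 active = fold induction of absorbance versus untreated yeast above a set limit, then at least 30% activation at any dose in follow-up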;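 also: activators that raise dye reduction in frataxin-depleted yeast; strong numbers were not always called active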
WT yeast gro inh = growth inhibition of WT yeast, mitochondrial fusion screen | mitochondrial fusion phenotypic screen, WT strain | inhibition, % at 10 µM | 190,000 tested, 2.1% active | AID 1362; in the data active = inhibition above about 58%; tested in S. cerevisiae
TNAP activation fold = human TNAP enzyme activators, primary screen, biochemical, luminescent, no phosphate acceptor, uHTS (AID 1001) | purified TNAP, luminescent activation assay, no phosphate acceptor; higher activation fold means a stronger effect | activation fold at 20 µM; hits with a dose series show EC50 in µM | 200,000 tested, 0.03% active; in the data active = activation fold from about 3, or a potency from the dose series; inactive = the rest, 99 in 100 with activation fold below about 1.6; also: many of its hits are not listed in these tables
WT yeast gro inh mutant strain = second read-out of WT yeast gro inh, no call of its own (marks repeat the call); inhibition, %; mitochondrial fusion phenotypic screen, mutant strain inhibition
* marks the source's active call; other numbers are inactive results; i = inactive; x = no result given. Rule as the data show it, unless noted: active = inhibition above about 50%; inactive = the rest.

Value order – P. falciparum M17LAP | LYP phosphatase | human PMI inhibition | P. falciparum M1AAP | human PMI inhibitors | XIAP displacement | Yfh1-off respiration | WT yeast gro inh | WT yeast gro inh mutant strain | TNAP activation fold
COc1ccc(S(=O)(=O)N(C)CC(=O)NC2CCCCC2)cc1OC
 : 8% | -4% | 15% | 10% | 16% | -6.1% | i | 9 | 16 | 1.1
COc1ccc(/C=C2/SC(=S)N(CCCC(=O)Nc3ccc(O)cc3)C2=O)cc1
 : 1% | 0% | x | 5% | x | x | i | x | x | x
O=C(NCC1CCCO1)C(c1ccncc1)N(Cc1ccc(F)cc1)C(=O)CN1C(=O)c2ccccc2S1(=O)=O (stereo not given)
 : 15% | -1% | 3% | 0% | -6% | -2.7% | i | 3 | -3 | 1.2
COc1ccc(CCn2cnc(=O)c(C#N)c2C)cc1OC
 : 3% | -6% | 0% | 1% | -3% | -4.1% | i | -17 | -5 | 1.1
O=c1[nH]nc(Cc2ccccc2)c2ccccc12
 : -4% | -2% | 7% | 16% | 5% | -4.3% | i | x | x | 1
CC1CN(C(=O)/C=C/c2ccc([N+](=O)[O-])s2)CC(C)O1 (stereo not given)
 : 23% | 2% | -8% | 12% | 7% | -6.4% | i | 10 | -8 | 1.1
COc1ccc(-c2noc(CN3CCCCC3c3nccn3C)n2)cc1 (stereo not given)
 : 0% | -2% | -5% | -13% | -9% | -4.5% | i | 13 | 6 | 1
CC(C)(C)OC(=O)N1CCC(c2cc(=O)n3[nH]cc(C(=O)NC4CCCC4)c3n2)CC1
 : -84% | -3% | 1% | 13% | -4% | -3.4% | i | 0 | -7 | 1.1
O=c1[nH]c2c(c(=O)[nH]1)CCC2
 : 1% | 2% | -8% | 3% | -12% | -5.5% | i | -20 | 1 | 1
Cc1cccc(NC(=O)c2n[nH]c([N+](=O)[O-])c2Br)c1C
 : -290% | 2% | -10% | 3% | -6% | -6.2% | i | -8 | 14 | 1.1
CC(=O)c1ccc(S(=O)(=O)Nc2cccc(S(=O)(=O)NC3=NCCC3)c2)cc1
 : 17% | -6% | 12% | 3% | 7% | -6.2% | i | -1 | -2 | 1.1
O=C(NNC(=O)C12CC3CC(CC(C3)C1)C2)c1ccco1
 : x | -6% | -4% | x | -1% | -1.1% | i | -13 | 0 | 1.2
COc1cc(OC)cc(C(=O)NC(C(=O)NCCN(C)C)C23CC4CC(CC(C4)C2)C3)c1 (stereo not given)
 : 2% | -11% | -1% | 9% | 3% | -1.4% | i | 15 | 3 | 1.1
Cc1ccc2c(c1)NCCO2
 : 1% | -8% | 7% | 10% | 25% | 1.9% | i | -10 | 11 | 1.1
O=C1/C(=C/c2cccnc2)SC(=S)N1c1ccc(F)cc1
 : -19% | -5% | 2% | -2% | 4% | -0.2% | i | -3 | -7 | 0.9
Fc1ccc(NC(=S)Nc2cccnc2)c(Cl)c1
 : -2% | 0% | -2% | -1% | 3% | -0.8% | i | 15 | 9 | 1
CC(C)CNC(=O)C1CCN(c2ccc(S(=O)(=O)N3CCOCC3)cc2Cl)CC1
 : 12% | -4% | -11% | 12% | -1% | -2.5% | i | 1 | -10 | 1
CCOc1cc2c(C#N)c(N3CCOCC3)nc(N)c2c(N)n1
 : -7% | -13% | x | 3% | x | -6.8% | i | 12 | 2 | 1.1
CCC(=O)N1c2ccccc2-c2nnc(SC)nc2OC1c1ccc(N(C)C)cc1 (stereo not given)
 : 13% | -1% | -9% | 8% | 3% | -1.1% | i | -7 | -2 | 1.1
CC(=O)c1cccc(NC(=O)C2CCCN(S(=O)(=O)c3ccc(F)cc3)C2)c1 (stereo not given)
 : -9% | 8% | 13% | 2% | 15% | -11% | i | 5 | 8 | 1.1
COc1cc2cc(Oc3ccc4ccc(=O)oc4c3)c(=O)oc2cc1OC(=O)C=C(C)C
 : -10% | 5% | x | 6% | x | x | i | x | x | x
COC(=O)c1ccc(N=NN2CCCCCC2)cc1
 : -7% | 7% | -8% | 4% | -1% | -6.9% | i | 19 | -7 | 1
O=C(CCCN1C(=O)/C(=C\c2ccccc2)SC1=S)Nc1ccccc1O
 : 5% | -2% | x | 5% | x | x | i | x | x | x
CCN(CC)S(=O)(=O)c1cccc(-c2nnc(SCC(=O)NC3CCCCCCC3)n2N)c1
 : 4% | 1% | 4% | 6% | 4% | -6.3% | i | 10 | -5 | 1
CC(=O)N1c2c(cc(Br)cc2S(=O)(=O)N2CCN(C(=O)c3ccco3)CC2)CC1C (stereo not given)
 : -3% | -8% | -7% | 5% | 2% | -4.6% | i | 3 | 0 | 1.1
O=S(=O)(NCc1ccccc1)c1cnc[nH]1
 : 0% | -9% | 18% | -3% | 12% | 0.2% | i | 12 | -23 | 1.1
COc1cccc(NC(=O)NC2(C(F)(F)F)Oc3ccccc3O2)c1
 : 0% | 2% | 44% | 7% | 49% | 2.3% | i | 1 | 4 | 0.8
Cc1ccccc1N=C1Nc2ccccc2CS1
 : -9% | -3% | 4% | 1% | 0% | -6.0% | i | 4 | -13 | 1.2
Cn1c(=O)n(Cc2ccccc2F)c2ccccc21
 : 1% | 4% | 11% | 3% | 12% | -14% | i | 1 | -24 | 1.1
CC(C)c1nc(SCC(=O)Nc2nc3c(s2)CCCC3)c2ccccc2n1
 : 6% | 0% | 21% | 13% | 25% | 3.2% | i | 62* | 45* | 1.1
O=C(CC1C(=O)N(c2ccccc2)C(=S)N1c1ccccc1)c1ccc(Br)cc1 (stereo not given)
 : -1% | 14% | 22% | 2% | 16% | -5.7% | i | 13 | 10 | 1
CC(Cc1ccccc1)C(=O)Nc1ccccc1 (stereo not given)
 : -5% | -8% | -14% | -9% | -6% | -6.2% | i | 14 | -2 | 1
COc1ccc(CN(C)C2CCCCC2)c(C)c1C
 : 1% | -9% | -9% | 1% | -10% | -4.4% | i | -3 | -8 | 1.1
CC(C)CCNC(=O)COC(=O)/C=C/c1ccc2ccccc2n1
 : -2% | -3% | -7% | 6% | -8% | -13% | i | -14 | -8 | 1
CC(C)CC(=O)c1c[nH]c(C(=O)O)c1
 : 3% | 0% | -7% | 1% | -12% | -2.1% | i | -19 | -4 | 1.1
CC(C)(C)n1ncc2c(=O)n(CC(=O)OCc3ccccc3)cnc21
 : 2% | -9% | 9% | 3% | 6% | -0.9% | i | 29 | 20 | 1.1
CC(=O)Nc1ccc(C(C#N)c2ccccc2)cc1 (stereo not given)
 : 14% | -6% | 8% | 3% | 5% | -2.9% | i | -1 | -12 | 1.1
COC(=O)C1(c2ccccc2)NC(c2cccs2)C2C(=O)N(c3ccccc3)C(=O)C21 (stereo not given)
 : -5% | x | x | 5% | x | x | i | -8 | 11 | x
Cc1nc(-c2ccccc2)sc1-c1nc(-c2ccncc2)ncc1S(=O)(=O)c1ccccc1
 : 7% | 14% | 8% | 5% | 5% | 0.4% | x | 78* | 11* | 1.1
COC(=O)c1cc2sccc2n1Cc1ccc(C)cc1
 : 6% | -3% | 7% | 3% | 9% | -2.7% | i | 16 | 5 | 1.1
Cc1nc(S(=O)(=O)N(C)c2ccccc2)c(C#N)c(C)c1Cl
 : -10% | 2% | -9% | 11% | -26% | -1.7% | i | 0 | -10 | 1.1
O=C(NCCOc1ccc(Cl)cc1)C1CC(=O)N(c2ccc(F)cc2)C1 (stereo not given)
 : 0% | -2% | 20% | 2% | 31% | -5.2% | i | -2 | -10 | 1.1
COc1ccc(NC(=O)/C=C/c2ccc(F)cc2)cn1
 : -8% | 7% | -5% | 2% | -3% | -0.9% | i | -3 | -5 | 1.1
C/C(=N\NC(=O)CCC(=O)Nc1ccccc1)c1cccs1
 : -5% | -7% | -2% | -1% | 2% | -1.2% | i | -17 | -37 | 1
Cc1ccc(OCC(=O)Nc2ccc(S(=O)(=O)N3CCCCC3)cc2)c([N+](=O)[O-])n1
 : 1% | -2% | -10% | 8% | -7% | -2.0% | i | -1 | 11 | 1.1
COC(=O)CC1Sc2ccccc2NC1=O (stereo not given)
 : 7% | -5% | 8% | 6% | 0% | -7.3% | i | -15 | 5 | 1.1
O=C(C[n+]1ccc(-c2cc(C(=O)Nc3cccc(C(F)(F)F)c3)c3ccccc3n2)cc1)c1cccc([N+](=O)[O-])c1
 : 6% | 1% | -22% | 1% | -6% | -8.2% | i | 2 | 5 | 0.6
OC(C#Cc1ccccn1)c1cccs1 (stereo not given)
 : 12% | -7% | -24% | 1% | -50% | 1.9% | i | -8 | -2 | 1.1
Cc1cccc(N2CCN(Cc3nc(-c4cccc(Cl)c4)oc3C)CC2)n1
 : 1% | -2% | x | 11% | x | -11% | i | 62* | 47* | 1
C[C@H](NC(=O)c1nc[nH]c1C(=O)N[C@@H](C)C(=O)OC(C)(C)C)C(=O)OC(C)(C)C
 : -7% | -8% | x | -1% | x | x | i | x | x | x
CC(C(=O)Nc1ccccc1)N(C)CCOc1ccc(Br)cc1 (stereo not given)
 : 0% | 2% | 2% | -3% | 4% | -12% | i | 40 | 5 | 1.1
CCN(CCCn1c(=S)[nH]c2ncccc2c1=O)c1ccccc1
 : -7% | -1% | 2% | 1% | 0% | -3.1% | i | -11 | 3 | 1.3
O=C(Nc1ccccc1)c1ccc(F)c(S(=O)(=O)N2CCOCC2)c1
 : 1% | -6% | 7% | 7% | 12% | -23% | i | 8 | 16 | 1
Clc1cccc(Cl)c1CSc1nnc([C@@H]2CCCN2)o1
 : 3% | -5% | x | 4% | x | x | i | x | x | x
Cc1ccc(CNC(=O)CN(C)S(=O)(=O)c2cccc3cccnc23)cc1
 : 0% | -4% | 12% | 3% | 16% | 48% | i | 12 | -2 | 1.1
O=C(O)CCC(=O)NCc1c(Cl)cccc1Sc1ccc(Cl)cc1
 : -4% | -6% | x | 16% | x | x | i | x | x | x
O=C1CCCN1c1cccc(Br)c1
 : -10% | -6% | -3% | 9% | 5% | -4.7% | i | 7 | -12 | 1.1
CC1(C)CC(CC(=O)O)(c2ccccc2)CCO1 (stereo not given)
 : -6% | -10% | -12% | 3% | -8% | -2.6% | i | -12 | -11 | 1

A second format for part of the listing above.
COC(=O)C1(c2ccccc2)NC(c2cccs2)C2C(=O)N(c3ccccc3)C(=O)C21 (stereo not given)
  P. falciparum M17LAP: -5%
  LYP phosphatase: x
  human PMI inhibition: x
  P. falciparum M1AAP: 5%
  human PMI inhibitors: x
  XIAP displacement: x
  Yfh1-off respiration: i
  WT yeast gro inh: -8
  WT yeast gro inh mutant strain: 11
  TNAP activation fold: x

Cc1nc(-c2ccccc2)sc1-c1nc(-c2ccncc2)ncc1S(=O)(=O)c1ccccc1
  P. falciparum M17LAP: 7%
  LYP phosphatase: 14%
  human PMI inhibition: 8%
  P. falciparum M1AAP: 5%
  human PMI inhibitors: 5%
  XIAP displacement: 0.4%
  Yfh1-off respiration: x
  WT yeast gro inh: 78*
  WT yeast gro inh mutant strain: 11*
  TNAP activation fold: 1.1

CC(C)CC(=O)c1c[nH]c(C(=O)O)c1
  P. falciparum M17LAP: 3%
  LYP phosphatase: 0%
  human PMI inhibition: -7%
  P. falciparum M1AAP: 1%
  human PMI inhibitors: -12%
  XIAP displacement: -2.1%
  Yfh1-off respiration: i
  WT yeast gro inh: -19
  WT yeast gro inh mutant strain: -4
  TNAP activation fold: 1.1

Assay outcomes as filed in PubChem BioAssay.
